# Compound activity (PubChem)
# TbPYK inhibitor = qHTS of Trypanosoma Brucei Inhibitors. pyruvate kinase (Trypanosoma brucei), Q57TT1. actives 0.12% (n = 410,000). Potency, µM (series often up to 76.8 µM), for the others: at the top dose activity, negative = inhibition, usual class: inhibitors. TbPYK enzyme, Kinase-Glo Plus ATP luminescence, 45 min; also: potency is read from the fitted curve at half-maximal effect; % is scaled to controls: 0 for no effect and ±100 for the full control effect; nearly all actives have a fitted effect of over 50% in size
#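 Luminescent Kinase-Glo Plus end-point after 45 min room-temperature reaction of T. brucei pyruvate kinase started with 130 uM ADP (final). Buffer TEA 50 mM pH 7.2 with KCl, MgCl2, BSA, Tween-20; titration-based qHTS with fitted concentration-effect curves.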
# CHX counter = Cycloheximide Counterscreen for Small Molecule Inhibitors of Shiga Toxin; cell reporter, cycloheximide protein synthesis inhibition counterscreen; max response, %; actives 12% (n = 300,000); AID 2314, 2010; in the data active = max response mostly above about 13%, no sharp cut-off; inactive = mostly below about 14%; also: read at 38.3 µM for the half of the compounds with a filed dose; 0% is about no effect
# AmpC no deterg = qHTS Inhibitors of AmpC Beta-Lactamase (assay without detergent); P00811; AmpC nitrocefin hydrolysis, absorbance 480 nm, 0.0001% Triton; Potency, µM (titrated, usually from 57.1 µM), without a hit: at the top dose activity change, negative = inhibition, usual class: inhibitors; actives 0.52% (n = 330,000); AID 485341, 2010;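 also: potency is read from the fitted curve at half-maximal effect; plate controls were no compound for no effect and no enzyme for full effect; nearly all actives have a fitted effect of over 20% in size; some results filed as inactive show a strong effect at the top dose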
# Target sequence (P00811 whole entry, looked up): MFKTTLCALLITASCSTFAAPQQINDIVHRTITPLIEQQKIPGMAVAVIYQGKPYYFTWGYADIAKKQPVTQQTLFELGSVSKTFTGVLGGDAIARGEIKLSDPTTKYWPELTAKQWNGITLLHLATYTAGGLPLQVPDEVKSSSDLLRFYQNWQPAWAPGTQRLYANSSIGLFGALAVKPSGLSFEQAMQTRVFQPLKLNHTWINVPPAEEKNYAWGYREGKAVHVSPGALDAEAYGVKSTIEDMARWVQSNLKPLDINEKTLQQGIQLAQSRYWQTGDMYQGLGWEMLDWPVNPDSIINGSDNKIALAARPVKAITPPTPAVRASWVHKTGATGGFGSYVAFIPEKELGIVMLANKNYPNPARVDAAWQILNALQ
#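 20 mM phosphate pH 7.0 + 0.01% (detergent screen) or 0.0001% Triton X-100; 5.3 nM AmpC reagent; cpd preinc 15 min RT; nitrocefin (800 uM stock) to start; A480 q20 s × 4 min; Activity was normalised to no-enzyme and no-compound control wells.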
# Pf growth 48h = Primary qHTS for delayed death inhibitors of the malarial parasite plastid, 48 hour incubation; actives 5.9% (n = 310,000); Potency, µM (doses to about 28.7 µM), for the others: at the top dose activity change, negative = inhibition, hits mostly inhibitors; P. falciparum luciferase growth in erythrocytes, 48 h; AID 504832, 2011; also: potency is read from the fitted curve at half-maximal effect; % is scaled to controls: 0 for no effect and ±100 for the full control effect
#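 Parasite viability was followed by luminescence of a genomically integrated firefly luciferase. Cultures held 0.1% parasitemia at 2% hematocrit (final), incubated under 5% CO2 at 37 C.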
# LmPK inh = qHTS Assay for Inhibitors of Leishmania Mexicana Pyruvate Kinase (LmPK) | Q27686 | purified LmPK, Kinase-Glo ATP luminescence, 1 h | Potency, µM (top dose mostly 57.5 µM), inactives show at the highest dose activity change, negative = inhibition, hits mostly inhibitors | actives 0.37% (n = 290,000); also: potency is read from the fitted curve at half-maximal effect; % is scaled to controls: 0 for no effect and ±100 for the full control effect
# Target sequence (Q27686 whole entry, looked up): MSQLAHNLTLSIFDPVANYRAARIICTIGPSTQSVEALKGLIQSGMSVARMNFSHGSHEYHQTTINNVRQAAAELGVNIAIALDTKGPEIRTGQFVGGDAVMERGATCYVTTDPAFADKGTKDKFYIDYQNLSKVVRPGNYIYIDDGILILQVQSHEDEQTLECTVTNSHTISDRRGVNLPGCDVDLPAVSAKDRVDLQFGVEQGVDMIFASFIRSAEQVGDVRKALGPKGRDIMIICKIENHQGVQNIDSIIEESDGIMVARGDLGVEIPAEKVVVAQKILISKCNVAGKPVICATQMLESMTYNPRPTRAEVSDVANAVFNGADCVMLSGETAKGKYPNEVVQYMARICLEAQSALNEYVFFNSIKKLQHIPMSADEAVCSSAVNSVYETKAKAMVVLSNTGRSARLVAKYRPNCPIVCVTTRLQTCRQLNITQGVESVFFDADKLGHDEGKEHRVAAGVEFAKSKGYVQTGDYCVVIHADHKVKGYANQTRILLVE
#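 Purified LmPK (0.1 nM) converted ADP (0.1 mM) to ATP with PEP (0.5 mM) in imidazole buffer pH 7.2 with KCl and MgCl2, 1 h at room temperature. ATP was read by Kinase-Glo luminescence; data normalized to uninhibited and no-enzyme controls.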
# Pf growth 96h = Primary qHTS for delayed death inhibitors of the malarial parasite plastid, 96 hour incubation. P. falciparum luciferase reporter growth, 96 h. Potency, µM (titrated, usually from 28.7 µM), inactives show top-dose activity change, negative = inhibition, actives largely listed as inhibitors. actives 6.9% (n = 320,000). AID 504834, 2011; also: potency is read from the fitted curve at half-maximal effect; % is scaled to controls: 0 for no effect and ±100 for the full control effect
#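 Plates of compound plus infected erythrocytes (2% hematocrit, 0.05% parasitemia final) incubate 96 hours, 37 C, 5% CO2. Detection reagent added; reduced luminescence from the parasites' luciferase reporter flags inhibition.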
# Shiga inhibitor = A qHTS for Small Molecule Inhibitors of Shiga Toxin. Vero cells, Shiga toxin protein synthesis inhibition reporter. inhibition, % at 38.7 µM. actives 9.2% (n = 290,000). AID 2315, 2010; in the data active = inhibition mostly above about 28%, no sharp cut-off; inactive = mostly below about 43%; also: 0% is about no effect
# * = called active by the depositor; u = inconclusive; x = no result given; [ ] = dose if it differs, or a comment. Unless noted, calls follow the shape of the dose curve; as a rule, active = well fitted curve in the direction sought with a large enough effect; inconclusive = small, poorly fitted or top-dose-only effect, or another doubt; inactive = no such curve, though single readings can be large; an effect the other way counts as inactive or inconclusive.
# The line under a structure holds: TbPYK inhibitor | CHX counter | AmpC no deterg | Pf growth 48h | LmPK inh | Pf growth 96h | Shiga inhibitor
- CCNC(=S)N=Nc1c(O)[nH]c2ccc([N+](=O)[O-])cc12
    3.1% | 4.4 | -33.1% | u | -5.6% | 6.57µM* | -4.8
- Cc1ccc(NC(=O)Cc2nc(COC(=O)C(C)NS(=O)(=O)c3ccc(C)cc3)cs2)cc1 (stereo not given)
    2.9% | x | -12.7% | -17.5% | x | 21.2% | x
- O=C(CSc1nnc(-c2ccco2)n1-c1ccccc1)N1CCOCC1
    -13.9% | 4.3 | -0.7% | 8.0% | 7.7% | 20.3%[5.75 µM] | -14.4
- Cc1ccc(/C=N/NC(=O)c2nn(C)cc2Cl)cc1
    -2.2% | 34.0* | -22.8% | 197.1%[activator] | u | 122.2%[activator] | 46.5*
- CCCCCC(=O)Nc1ccc(C(=O)N/N=C/c2ccc([N+](=O)[O-])cc2)cc1
    0.7% | -2.5 | -24.0% | -12.4% | 4.6% | 8.6% | -16.5
- O=C(NCc1ccc2c(c1)OCO2)c1ccc(=O)[nH]c1
    3.4% | -5.2 | -11.3% | 4.4% | -3.6% | x | 24.7
- O=C(O)Cn1nc(-c2ccccc2)c2ccccc2c1=O
    1.2% | -2.5 | -5.3% | 10.7% | 0.5% | 30.4%[activator] | -4.6
- CC(=O)Oc1ccc2c(=O)c(Oc3ccccc3[N+](=O)[O-])coc2c1
    -10.6% | -2.2 | -12.2% | 4.8% | -4.4% | 0.0% | -5.2
- CCOC(=O)c1nc(N)c(C(=O)OCC)[nH]1
    -25.7% | -4.4 | -2.5% | 16.5% | 2.8% | x | 12.8
- Cc1ccc(S(=O)(=O)N(C)CCCC(=O)Nc2ccc(C)cc2C)cc1
    0.4% | -2.6 | -3.4% | 8.4% | 0.1% | -15.3% | -11.7
- Cc1ccc(-n2c3c(c(O)c(-c4ccccc4)c2=O)C(=O)CC(C)(C)C3)cc1
    0.2% | 0.5 | -15.0% | -6.1% | -0.2% | u | -2.5
- CCOC(=O)N1CCN(CC(=O)Nc2cc3c(cc2C(C)=O)OCO3)CC1
    3.7% | -1.6 | -10.7% | 7.9% | 4.2% | 79.6%[activator] | 9.6
- CCOC(=O)c1c(NC(=S)Nc2ccccc2)sc2c1CC(C)(C)SC2
    -18.9% | 6.8 | -44.8% | -2.9% | 2.7% | -24.2% | 9.7
- COc1cccc(N(CC(=O)N/N=C(\C)c2cccs2)S(C)(=O)=O)c1
    3.7% | -1.1 | -24.1% | -0.2% | 2.3% | -7.3% | 11.9
- Cc1cc(C)n(CC(O)CN(c2ccccc2)S(=O)(=O)c2ccc3ccccc3c2)n1 (stereo not given)
    15.5% | -3.5 | 57.5% | u | -1.0% | 11.9% | -13.5
- CC1CCN(CCC(=O)Nc2ccc(F)c(F)c2)CC1
    -4.0% | 8.0 | -17.1% | 12.9% | -6.4% | 0.0% | -3.0
- CCN1C(=S)SC(=O)C1=C1C=C(C)N(CCOC)C(C)=C1
    x | 44.2* | -12.8% | 238.4%[activator] | -1.4% | u | 106.7*
- Cc1cc(C(=O)NCc2ccccc2Br)no1
    -7.9% | 15.8* | -16.1% | 5.4% | 0.2% | x | 36.2
- N#CC1=C(N)S[C@@H](C(=O)c2ccc(F)cc2)[C@@H]1c1cccs1
    -9.9% | 6.1 | -23.5% | 0.7% | 1.5% | -20.3% | 2.6
- COc1ccccc1NC(=O)CSc1nnnn1Cc1ccccc1
    0.0% | -1.6 | -8.4% | 17.8% | -0.2% | 144.9%[activator] | -3.1
- O=C(c1ccccc1)N1CCN(CC(O)COCC2CC=CCC2)CC1 (stereo not given)
    4.5% | -3.4 | 28.9% | 15.2% | 2.6% | 89.3%[activator][5.75 µM] | 35.5
- Cc1ccc(C)n1-c1ccc(-c2ccnc(N)n2)cc1
    -2.3% | 24.3* | 16.5% | u | -0.2% | u | 28.3
- C=CCON/C(CCC)=C1\C(=O)C(C(=O)OC)C(C)(C)CC1=NC (stereo not given)
    -1.4% | 8.7 | -0.2% | 4.9% | 4.1%[11.5 µM] | -14.5% | 18.8
- COc1ccc(C(=O)N2CC(=O)Nc3ccc(F)cc3C2c2ccccc2)cc1 (stereo not given)
    -12.5% | -0.6 | -8.4% | u | 4.8% | u | -6.4
- O=S(=O)(c1ccc2ccccc2c1)N1CCN(C(=S)Nc2ccc(F)cc2)CC1
    3.2% | 1.7 | -25.7% | u | -4.2% | u | -3.8
- CCCCn1c(=O)c(C(=O)Nc2ccccc2N)c(O)c2ccccc21
    -4.9% | -1.4 | -26.6% | -12.4% | 4.8% | u | -5.4
- CCc1ccccc1NC(=O)C1(S(=O)(=O)c2ccc(C)cc2)CC1
    6.3% | -2.2 | 0.0% | 16.5% | 2.1% | 88.8%[activator] | 6.3
- O=S1(=O)CCOC[C@H](c2ccccc2)N1Cc1ccccc1F
    -3.0% | -1.0 | -4.6% | 58.6%[activator] | 1.4% | 82.8%[activator] | -7.1
- Cc1ccc(NC(=O)c2ccc(Cl)c(N3C(=O)CCC3=O)c2)cc1
    4.6% | 11.0 | -23.8% | 19.3% | -5.9% | -26.6% | -29.8
- COc1ccccc1Oc1c(C)oc2c(CN3CCN(CCO)CC3)c(O)ccc2c1=O
    1.7% | -3.0 | -30.9% | 22.2% | -2.7% | -5.2% | 20.8

# Four entries from above, tab-delimited:
compound	TbPYK inhibitor	CHX counter	AmpC no deterg	Pf growth 48h	LmPK inh	Pf growth 96h	Shiga inhibitor
COc1ccc(C(=O)N2CC(=O)Nc3ccc(F)cc3C2c2ccccc2)cc1 (stereo not given)	-12.5%	-0.6	-8.4%	u	4.8%	u	-6.4
CC(=O)Oc1ccc2c(=O)c(Oc3ccccc3[N+](=O)[O-])coc2c1	-10.6%	-2.2	-12.2%	4.8%	-4.4%	0.0%	-5.2
CCN1C(=S)SC(=O)C1=C1C=C(C)N(CCOC)C(C)=C1	x	44.2*	-12.8%	238.4%[activator]	-1.4%	u	106.7*
Cc1ccc(-n2c3c(c(O)c(-c4ccccc4)c2=O)C(=O)CC(C)(C)C3)cc1	0.2%	0.5	-15.0%	-6.1%	-0.2%	u	-2.5

# (cont.)
# The line under a structure holds: TbPYK inhibitor | CHX counter | AmpC no deterg | Pf growth 48h | LmPK inh | Pf growth 96h | Shiga inhibitor
- CC(=O)c1cc(-c2ccccc2)n(CCC(=O)NC2CCCCCC2)c1C
    u | -2.5 | 16.3% | u | 2.6% | -17.7% | 10.9
- COc1ccc(COC(=O)C2=C(C)NC(=O)NC2c2ccc(O)cc2)cc1 (stereo not given)
    -2.0% | 0.1 | -15.0% | 22.2% | -2.7% | 12.0% | -3.3
- O=S(=O)(NC1CCCCC1N1CCOCC1)c1ccc(Cl)cc1 (stereo not given)
    -16.5% | -1.1 | 33.5% | 7.4% | 5.8% | 1.2% | -11.1
- COc1cc(O)c2c(=O)c(-c3ccc(O[C@@H]4O[C@H](CO)[C@@H](O)[C@H](O)[C@H]4O)cc3)coc2c1
    -1.6% | 39.1* | 22.4% | 69.1%[activator] | 1.4% | 156.7%[activator] | 111.3*
- Clc1ccc(Nc2ccc(Cl)nn2)cc1
    0.6% | 12.7 | -14.2% | 3.9% | 0.9% | 34.7%[activator] | 47.8*
- Cc1nc([N+](=O)[O-])nn1C12CC3CC(CC(Cl)(C3)C1)C2
    2.6% | -4.9 | -7.9% | u | -1.4% | -21.4% | -14.3
- CCc1ccc(OCC(=O)Nc2ccncc2)c(Br)c1
    -6.7% | 30.1* | -10.4% | 68.1%[activator] | 1.1% | -17.4% | x
- O=C(Nn1cnnc1)c1ccncc1
    -5.7% | -2.0 | -16.2% | 41.7%[activator] | -0.1% | -13.7% | -6.5
- O=C(c1ccc2ccccc2c1)N1CCc2ccccc21
    -4.5% | 37.0* | -16.7% | -20.7% | -4.9% | u | 47.8
- O=C(Nc1ccc2c(c1)CCC2)c1cnccn1
    0.5% | 45.9* | -25.9% | 161.6%[activator] | u | -9.8% | 108.9*
- Cc1ccc(C)c(N2CCN(C(=O)CCNS(=O)(=O)c3ccc4c(c3)oc(=O)n4C)CC2)c1
    0.0% | -0.3 | 95.7%[activator] | -29.5% | -2.9% | 1.65µM* | -2.1
- O=C(NNc1cc(Cl)cc(Cl)c1)c1cccs1
    1.5% | -2.2 | -37.5% | 0.5% | -1.1% | 12.3% | -9.4
- O=C(N1CCOCC1)N1CCC(NC(=O)C23CC4CC(CC(C4)C2)C3)CC1
    -2.2% | -2.4 | -36.1% | -1.5% | 3.2% | 65.8%[activator] | 15.2
- COc1ccc(C2/C=C\CN(CC(C)(C)C)CC(=O)N2Cc2ccc(F)cc2)cc1 (stereo not given)
    1.3% | -1.9 | 110.8%[activator] | u | 6.0% | u | -9.2
- CCC(NC(=O)OCc1ccccc1)C(=O)Oc1ccc2ccc(=O)oc2c1 (stereo not given)
    -3.0% | -0.9 | -23.5% | 32.5%[activator] | 4.6% | 0.7% | 2.4
- Cc1nc([N+](=O)[O-])c(C(=O)OCc2ccccc2F)n1C
    -4.6% | 8.4 | 2.6% | 3.9% | -3.8% | u | 6.0
- CCC(C)(C)n1nnnc1C(c1ccccc1F)N1CCC(C(N)=O)CC1 (stereo not given)
    0.0% | -1.2 | 11.2% | -4.8% | -2.4% | x | 13.4
- COC(=O)Nc1ccc(OC)c(OC)c1
    11.8% | -2.5 | x | 19.7% | 1.9% | 21.0% | -16.1
- Cc1ccccc1-n1c(-c2ccncc2)n[nH]c1=S
    u | -2.6 | -18.6% | 0.8% | 31.6µM* | x | -5.9
- CC1CCN(C(=O)C2CCN(S(=O)(=O)N3CCC4(CC3)OCCO4)CC2)CC1
    2.6% | 5.2 | 25.7% | -24.5% | 6.2% | u | -15.9
- Fc1ccc(Nc2nc(NCc3ccco3)c3ccccc3n2)cc1
    1.3% | 29.6* | -39.0% | 0.37µM* | 2.2% | u | 66.5*
- CCOC(=O)C1CCN(Cc2cc(C(C)(C)C)c(O)c(C(C)(C)C)c2)CC1
    1.1% | 6.1 | 29.6% | u | 1.8% | u | -4.9
- COC(=O)c1cc(=O)n(Cc2ccco2)c(=Nc2ccc(F)c(Cl)c2)s1
    -4.5% | -5.0 | -17.5% | x | 2.2% | -8.4% | -14.0
- CCN(c1ccccc1)S(=O)(=O)c1ccc(Oc2ccc([N+](=O)[O-])cc2)nc1
    -5.1% | x | -53.9% | 17.1% | x | -4.9% | x
- Nc1cc(=O)[nH]c(SCC(=O)NCC2CCCO2)n1 (stereo not given)
    -3.4% | 5.9 | -11.3% | 23.9% | -1.4% | 12.7% | 12.8
- Cc1c(NC(=S)NCc2ccc(F)cc2)cccc1[N+](=O)[O-]
    -10.3% | -2.9 | -57.6% | u | -1.6% | -0.3% | -13.6
- Cc1ccc2sc(C)[n+](CCCS(=O)(=O)[O-])c2c1
    -10.5% | 5.8 | -11.6% | 21.6% | -0.7% | 3.9% | 39.0
